aDG glyco act = activators of alpha-DG glycosylation, primary screen, uHTS, Pro5-aDG cells, AlphaScreen; alpha-DG glycosylation AlphaScreen (IIH6); 0% Pro5, 100% B10-LARGE cell signal; activation, % at 10 µM; 0.22% of 360,000 active;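 active = activation of at least 8% versus controls, or a plate z-score of at least 8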;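 also: Pro5 are CHO cells carrying HIG-tagged alpha-DG that lacks glycosylation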
m5-HT2A agonist = mouse Htr2a agonists via beta-arrestin recruitment, primary screen, cell-based, luminescence. 0.66% of 360,000 active. 5-hydroxytryptamine receptor 2A (Mus musculus), P35363. CHO-K1 mHTR2A beta-arrestin complementation; percent of 30 µM serotonin response. activation, % at 7.6 µM;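 active = activation above a run cutoff, the mean activation of all tested compounds plus 3 SD, cut at about 14% in these data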;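 also: 0% = plate median of compound wells and 100% = 30 µM serotonin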
Granule exo inh = LAMP-1 surface exposure blockers, TALL-104 cells – cell-based, flow cytometry, MLPCN library, primary screen | TALL-104 LAMP-1 surface exposure; cells stimulated with thapsigargin and PMA | inhibition, % at 10 µM | 0.66% of 360,000 active | AID 651702, 2012;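 active = inhibition above about 55%, limit read from the data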
MC4R antag cAMP = MC4R antagonists of cAMP signaling, primary screen, cell-based, TR-FRET, antagonist arm of biased-ligand search; Melanocortin receptor 4 (Homo sapiens), P32245; MC4R-expressing cells, MTII-stimulated cAMP, LANCE TR-FRET; inhibition, % at 6.5 µM; 0.48% of 360,000 active;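 active = inhibition above its plate's cutoff, the mean of tested wells on that plate plus 3 SD, cut at about 29% in these data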;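 also: 0% = Melanotan II alone and 100% = Melanotan II plus saturating MCL0020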
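Material – human MC4R-expressing U2OS cells · Repeats – no replicates · Detection – TR-FRET with Eu-cAMP and labeled anti-cAMP, 671 nm · Times – compound 30 min, challenge 1 h, detection 1 h · Compound – single nominal compound dose of 6.5 µM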
ABHD5-PLIN5 inh = ABHD5-PLIN5 interaction inhibitors, primary screen, cell lysate, split luciferase complementation, luminescence | Perilipin-5 (Homo sapiens) + 1-acylglycerol-3-phosphate O-acyltransferase ABHD5 (Homo … | Split G. princeps luciferase complementation, 4 h | inhibition, % at 4 µM | 0.78% of 360,000 active;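 active = inhibition above the mean inhibition across every tested compound plus 3 SD, cut at about 22% in these data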;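 also: 0% = DMSO only wells and the 100% control is not disclosed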
H9c2 protect = cardioprotection against H2O2-induced cell death, primary screen, uHTS, H9c2 cells, ATPLite luminescence | H9c2 cardiomyocytes, H2O2 injury protection, 2 h | protection from H2O2 cell death, % at 20 µM | 0.63% of 360,000 active;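 active = compounds giving at least 50% protection of heart cells from peroxide-induced death in the single-dose screen, raw or plate-pattern-corrected value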;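 also: 0% = DMSO wells with peroxide and 100% = DMSO wells without peroxide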
Glyco luc inh = increase of ERlucT glycosylation luciferase signal, primary screen, N-linked glycosylation inhibitor project, D54 ERlucT cells, luminescence, set 2. D54 ERlucT glycosylation luciferase reporter, 24 h; percent of 100 nM tunicamycin response. reporter increase, % at 12.5 µM. 0.23% of 360,000 active. AID 588692, 2011;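 active = mean luciferase reporter signal, scaled so untreated is 0 and the glycosylation-blocking control 100, at or above a set limit in every replicate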;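 also: luciferase carries N-glycosylation sites so blocking glycosylation raises the light; 0% = median of neutral control wells and 100% = median of 100 nM tunicamycin wells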
MC4R ag barr = MC4R agonists recruiting beta-arrestin, primary screen, cell-based, luminescence, agonist arm of biased-ligand search; U2OS MC4R beta-arrestin complementation; percent of melanotan II response, DMSO zero; activation, % at 8.9 µM; AID 540308, 2011; 0.98% of 360,000 active;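 active = activation above a per-plate cutoff, the mean activation of sample wells on that plate plus 3 SD, cut at about 8% in these data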
ABCB6 inh 2 = ABCB6 transporter inhibitors, primary screen, K562-ABCB6 cells, flow cytometry, MLPCN library. 0.19% of 360,000 active. fluorescence ratio to DMSO, % at 10 µM. K562-ABCB6 porphyrin accumulation, 1 h; hits give low values. ATP-binding cassette sub-family B member 6 (Homo sapiens), Q9NP58;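 active = fluorescence ratio to DMSO below 75%, the collection mean minus 3 SD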;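 also: signal is porphyrin accumulated inside mitochondria; 100% equals median channel fluorescence of DMSO control wells; lower ratio means ABCB6 inhibition with less porphyrin fluorescence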
Target sequence (Q9NP58 whole entry, looked up): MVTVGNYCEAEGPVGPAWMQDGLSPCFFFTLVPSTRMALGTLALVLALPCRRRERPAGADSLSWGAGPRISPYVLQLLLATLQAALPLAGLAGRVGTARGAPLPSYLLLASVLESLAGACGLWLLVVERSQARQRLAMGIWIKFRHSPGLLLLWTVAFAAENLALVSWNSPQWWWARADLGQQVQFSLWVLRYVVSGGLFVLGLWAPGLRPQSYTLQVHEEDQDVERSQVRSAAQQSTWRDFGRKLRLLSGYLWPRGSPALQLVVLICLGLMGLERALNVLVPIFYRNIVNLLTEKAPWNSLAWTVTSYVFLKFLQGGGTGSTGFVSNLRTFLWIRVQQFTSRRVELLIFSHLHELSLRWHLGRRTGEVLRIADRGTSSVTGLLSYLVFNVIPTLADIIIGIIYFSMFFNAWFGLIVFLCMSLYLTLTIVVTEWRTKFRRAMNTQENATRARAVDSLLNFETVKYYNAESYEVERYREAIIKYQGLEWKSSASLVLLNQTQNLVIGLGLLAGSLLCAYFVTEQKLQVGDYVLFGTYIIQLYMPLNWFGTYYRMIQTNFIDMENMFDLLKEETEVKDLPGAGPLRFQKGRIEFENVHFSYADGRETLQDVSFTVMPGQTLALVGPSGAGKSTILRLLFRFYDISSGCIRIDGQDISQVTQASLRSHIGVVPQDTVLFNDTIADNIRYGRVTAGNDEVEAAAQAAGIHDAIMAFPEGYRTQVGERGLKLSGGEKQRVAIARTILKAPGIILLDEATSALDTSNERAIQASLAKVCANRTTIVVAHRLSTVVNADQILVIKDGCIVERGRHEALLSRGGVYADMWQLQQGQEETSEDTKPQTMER
iPSC survival up = enhancers of single-cell hiPSC survival, primary screen, ATPlite luminescence; 100% = ROCK inhibitor wells, 0% = DMSO; AID 602274, 2012; survival enhancement, % at 20 µM; 0.044% of 360,000 active; in the data active = survival enhancement above about 18%;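 also: cells exposed to compounds for 16 hours before the ATP read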
An asterisk follows results filed as active; x = not tested or not shown.

entry	compound	aDG glyco act	m5-HT2A agonist	Granule exo inh	MC4R antag cAMP	ABHD5-PLIN5 inh	H9c2 protect	Glyco luc inh	MC4R ag barr	ABCB6 inh 2	iPSC survival up
1	Cc1cc(Br)c(NC(=O)COC(=O)CSc2nnc(-c3ccc(Cl)cc3)o2)c(Br)c1	-0.2	-1.5	1.0	13.3	-3.4	-3.0	0.0	-1.1	98.0	1.2
2	CC(=O)N1c2c(ccc3ccccc23)C(C)CC12CCCCC2 (stereo not drawn)	0.0	3.3	28.1	-0.1	-14.1	0.8	-2.4	0.4	96.0	1.4
3	CC(C)c1ccc(NC(=O)Cn2c(=O)oc3cccnc32)cc1	0.0	-5.1	-10.5	-8.5	-1.9	-0.9	8.5	-4.6	98.0	-0.5
4	CC1(C)CC(=O)C2=C(C1)Nc1ncnn1C2c1cccs1 (stereo not drawn)	-0.1	6.8	0.8	-2.4	-0.8	11.0	5.5	1.0	98.0	0.1
5	COc1cccc(-c2cc(C(=O)NCC3CCCO3)on2)c1 (stereo not drawn)	0.0	-1.0	-5.8	3.7	1.0	-2.9	-0.4	-0.8	98.0	-0.1
6	C=CCOc1ccc(CNCc2cccnc2)cc1OCC	-0.1	0.9	-4.0	1.1	1.6	4.1	-0.3	-1.0	101.0	-0.8
7	CCOC(=O)CSc1nc(-c2ccccc2)nc2ccc(C)cc12	-0.3	1.8	-0.3	-4.1	0.3	-12.3	0.3	-0.9	87.0	-0.1
8	CCOC(=O)C1(C)/C(=N/Nc2ccc(Cl)cc2)C(=O)C(=O)N1c1ccccc1 (stereo not drawn)	0.1	3.3	-1.5	-3.9	-1.1	-0.1	-0.5	0.9	230.0	1.6
9	COc1cc(C(C)=O)ccc1OCCCOc1cccc2cccnc12	0.0	-3.1	12.1	4.7	1.6	3.1	-1.4	-0.8	98.0	-0.5
10	COc1ccc(OC)c(C2C(C(=O)c3cc4ccccc4o3)=C(O)C(=O)N2c2cc(C)on2)c1 (stereo not drawn)	0.3	5.5	0.7	14.7	-12.6	-3.8	-0.4	0.6	x	-2.2
11	Cc1cc(C)nc(N/N=C/c2ccccc2OCc2cccc(Br)c2)n1	0.9	-0.5	2.8	0.2	5.3	8.0	0.0	-1.3	91.0	-0.4
12	Cc1ccc(OCc2nnc(SCC(=O)Nc3ncc(C)s3)o2)cc1	0.0	0.6	1.6	-0.7	-37.4	-3.6	-2.2	-1.8	105.0	0.3
13	Cc1ccccc1NC(=O)c1ccc(OCC(=O)Nc2ccccc2F)cc1	0.1	-4.1	2.0	14.4	-4.9	-6.1	-1.5	-0.5	105.0	-1.8
14	COc1ccc(NC2CCCN(C(=O)c3ccccc3-c3ncc[nH]3)C2)cc1 (stereo not drawn)	-0.1	-2.3	0.3	4.6	-10.0	7.5	1.3	-1.1	96.0	-1.9
15	Cc1cc2c(cc1S(=O)(=O)N1CCCC1)n(C)c(=O)c(=O)n2C	0.2	-3.8	-3.9	0.6	-2.3	26.0	1.5	-1.2	93.0	1.2
16	COc1ccc(CCNc2ncccc2C#N)cc1OC	-0.1	5.5	-3.6	6.5	1.8	-3.0	-2.3	0.2	101.0	0.2
17	COc1cc(=O)[nH]c(=O)n1CC(=O)c1ccccc1	0.0	2.2	-2.8	-2.3	9.5	5.3	-0.8	-0.5	96.0	0.2
18	COc1ccc(O)c(C2=Nc3ccccc3N=C(c3ccco3)C2)c1	-0.2	-0.6	-5.9	11.4	1.8	-0.4	3.0	7.8	116.0	7.1
19	BrC(/C=N/N1CCN(Cc2ccccc2)CC1)=C/c1ccccc1	-0.4	23.6*	-0.9	-0.7	7.6	-3.0	-2.0	0.1	97.0	-0.4
20	Nc1nc(C(=O)N2CCOCC2)nn1C(=O)c1ccc(Cl)cc1	0.0	-4.0	-1.4	9.0	-0.5	12.4	-1.4	-1.9	109.0	-1.5
21	O=C(c1ccco1)N1CCN(c2ccc(Cl)c(Cl)c2)CC1	0.6	9.0	0.1	4.0	-2.9	-10.3	-2.2	-1.2	99.0	0.3
22	COc1ccc(NC(=O)CN(C)S(=O)(=O)c2ccc3c(c2)c(=O)n(C)c(=O)n3C)cc1	-0.2	8.0	0.8	-1.0	10.7	11.8	0.3	-1.0	100.0	-0.5
23	CN(CC(=O)Nc1ccncc1)S(=O)(=O)c1ccc(Br)cc1	0.7	-0.8	-3.2	3.6	11.3	-8.2	-1.3	1.1	104.0	-0.1
24	Cc1cccc(OCC(=O)N(Cc2ccco2)C2CCS(=O)(=O)C2)c1 (stereo not drawn)	-0.1	0.4	0.0	18.2	0.6	-0.4	-0.1	1.6	104.0	-1.3
25	CN1CCN(S(=O)(=O)c2cccc(C(=O)N(Cc3nnc(-c4ccc(Cl)cc4)o3)C3CC3)c2)CC1	1.2	9.6	2.3	5.3	-5.4	2.2	-2.3	-1.9	98.0	-0.6
26	Cn1c(NCc2ccccc2)cc(=O)n(C)c1=O	-0.1	1.7	4.8	10.5	-1.0	6.7	1.1	2.9	103.0	0.0
27	COc1cc(/C=C2\CC(C(C)(C)C)C/C(=C\c3cc(OC)c(OC)c(OC)c3)C2=O)cc(OC)c1OC (stereo not drawn)	-0.6	5.6	3.6	6.6	12.2	-0.9	-9.2	-0.7	94.0	0.4
28	COc1cc(OC)cc(C(=O)N2CCN(C3CCCCC3)CC2)c1	0.2	0.1	-0.5	4.9	-4.9	-0.4	-1.3	-0.8	101.0	-0.6
29	COc1ccc(NC(=O)CS(=O)c2ccc(F)cc2)cc1 (stereo not drawn)	0.2	1.5	1.5	-4.8	-0.3	4.2	1.2	-0.1	100.0	-0.5
30	C=C(C)CSc1nncn1/N=C/c1ccc(OC)cc1	-0.2	-1.0	-5.9	-5.8	14.7	-4.9	-1.7	2.9	94.0	-1.7
31	CC(NC(=O)COc1ccc(/C=N/NC(=O)C(=O)Nc2ccccc2Br)cc1)c1ccccc1 (stereo not drawn)	0.0	2.4	0.8	24.1	7.7	2.1	0.1	0.7	97.0	0.3
32	C=CCN(CC=C)Cc1cc(=O)oc2cc(C)ccc12	-0.1	1.2	-3.5	x	-1.6	2.6	-1.7	x	105.0	0.5
33	CN=C(NC1CCCCC1)c1ccc(Cl)cc1	-0.3	-5.8	-1.8	12.9	2.1	-3.2	-2.8	-1.1	96.0	-1.6
34	CCOc1ccc(OCCSc2nnnn2C2CCCCC2)cc1	0.3	-4.1	1.2	-0.5	-0.7	-23.5	-2.0	0.1	102.0	-6.0
35	O=S(=O)(c1ccccc1Br)N(Cc1ccccc1)CC(O)COCc1ccccc1 (stereo not drawn)	0.3	-1.4	2.5	16.6	-4.9	-18.9	-4.3	4.9	94.0	-0.7
36	Cc1ccc(S(=O)(=O)NCCC(=O)Nc2ccc(Cl)c(Cl)c2)cc1	0.2	-4.6	1.6	5.8	4.5	-19.4	1.3	4.1	84.0	0.4
37	Cc1c(/C=N/NC(=O)c2ccccc2O)c2ccccn2c1C(=O)c1ccc(F)cc1	-0.5	-0.7	78.0*	8.6	10.4	-23.4	-0.5	-1.2	90.0	1.1
38	NS(=O)(=O)c1ccc(CCNC(=O)C(=O)NCC2OCCN2C(=O)c2ccc3c(c2)OCO3)cc1 (stereo not drawn)	-0.5	3.8	-0.5	-1.8	5.9	2.5	1.2	-1.3	87.0	5.9
39	CCCCC1=CC2=CC(=O)C(C)(OC(=O)CC)C(=O)C2=CN1CCCCO (stereo not drawn)	0.8	2.6	5.4	0.6	-6.2	0.5	5.3	0.1	97.0	1.2
40	CC#CCN1c2ccccc2[C@]23C[C@@H](C(=O)OC)N(C(=O)c4cc(C)oc4C)C2=NC(C(=O)OC)=C(C(=O)OC)[C@H]13	-0.3	-4.5	10.7	4.8	0.3	35.9	33.5*	-0.7	99.0	-2.7
41	Cc1csc(NC(=O)CN2CCCCCC2)n1	0.4	0.4	-3.6	2.7	-3.9	-0.1	-0.2	-1.0	101.0	2.2
42	COc1ccc(NC(=O)COC(=O)CNS(=O)(=O)c2ccc(C)cc2)c(OC)c1	-0.1	-2.1	1.2	17.4	-5.4	-2.9	0.5	0.5	96.0	-0.6
43	CO/N=C/NC(=O)c1cn(-c2ccc(F)cc2)c(=O)c2ccccc12	-0.1	3.5	-1.3	-6.4	1.6	-0.5	-3.1	1.1	96.0	-0.7
44	O=c1cc(N2CCOCC2)cnn1-c1ccccc1	-0.1	-0.3	5.1	-1.7	-0.6	-1.8	-0.9	-2.6	95.0	-1.9
45	Cc1cc(Cl)ccc1OCCCC(N)=O	0.0	0.0	-1.9	5.2	3.7	-1.4	1.2	-1.8	89.0	-0.7
46	Cc1ccc(-n2nc(-c3cccs3)cc2C(=O)NCC2CCCO2)c(C)c1 (stereo not drawn)	0.2	0.4	2.2	20.6	-2.3	-1.8	-1.7	0.4	92.0	-1.4
47	NC(c1csc(Nc2ccc(C(=O)c3ccccc3)cc2)n1)C1CCCCC1 (stereo not drawn)	5.0	-0.8	23.1	4.0	-1.9	-22.9	-7.6	11.4*	94.0	-3.0
48	Cc1cccn2c(=O)c(C=O)c(N3CCN(c4ccccc4)CC3)nc12	0.1	-4.7	0.5	10.6	0.4	6.9	0.9	0.8	103.0	0.3
49	Cc1ccc(S(=O)(=O)N2CCN(C(=O)c3c(-c4ccccc4)noc3C)CC2)cc1C	0.0	8.7	-2.1	2.6	5.6	3.7	1.1	-2.8	98.0	0.1
50	Cc1ccc(S(=O)(=O)N2[C@@H](c3cccc(Cl)c3)C(C(=O)O)=CC[C@H]2c2ccc(C(C)C)cc2)cc1	0.1	-0.6	-0.9	18.1	-12.2	-2.7	0.2	3.0	108.0	5.7
51	CC1CC/C(=N/Nc2ccccc2)C(=O)N1 (stereo not drawn)	-0.1	3.4	0.8	1.1	2.3	0.6	0.8	-0.8	103.0	2.7
52	CCc1c(O)nc(SCC(=O)Nc2ccccc2OC)n(-c2ccccc2C)c1=O	0.3	-2.0	-0.6	24.3	5.5	-0.5	-1.1	1.4	101.0	1.1

3 entries from above, arranged by the value under Granule exo inh, falling:
# | canonical_smiles | Granule exo inh
47 | NC(c1csc(Nc2ccc(C(=O)c3ccccc3)cc2)n1)C1CCCCC1 (stereo not drawn) | 23.1
44 | O=c1cc(N2CCOCC2)cnn1-c1ccccc1 | 5.1
41 | Cc1csc(NC(=O)CN2CCCCCC2)n1 | -3.6

High-throughput results from PubChem.
